# Screens (PubChem BioAssay)
# SV40 large T antigen = SV40 large T antigen inhibitors, biochemical (AID 1903). SV40 large T antigen ATPase/helicase inhibition assay; higher % means a stronger effect. one-dose inhibition, % at 20 µM; IC50 in µM for titrated hits. 310,000 compounds, 0.39% hits; in the data active = a potency from the dose series; inconclusive = inhibition mostly from about 32% at the one dose, without a potency; inactive = the rest, 99 in 100 with inhibition below about 32%; also: strong numbers were not always called active
# b-catenin transl = modulators of beta-catenin nuclear translocation, primary screen, imaging, HeLa cells, immunofluorescence, high-content. nuclear translocation activity, % at 5 µM. 190,000 compounds, 0.3% hits. AID 1665, 2009;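 active = nuclear translocation activity above 50% at 5 µM, with a well cell count of 50 or more; inconclusive = wells under 50 cells across six images, flagged as toxic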;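 also: per-cell ratio of nuclear to cytoplasmic median beta-catenin stain intensity; plate controls were DMSO negative control for no effect and GSK-3 inhibitor IX positive control for full effect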
#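 Test system: human HeLa cell line; Doses: 5 µM primary, 0.02–20 µM confirmation; Incubation: 24 h compound exposure, 37°C; Detection: beta-catenin immunofluorescence imaging with DAPI; Read-out: beta-catenin nuclear/cytoplasmic ratio, % activation.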
# Myeloid diff MLP = induction of myeloid progenitor differentiation, primary screen, cell-based, flow cytometry, MLPCN library; ER-HoxA9 myeloid progenitors, lysozyme-GFP differentiation; calls only at 10 µM; 360,000 compounds, 1% hits; AID 624256, 2012;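 active = normalized GFP-positive differentiation at or above the plate's own cutoff, the solvent-only control mean plus 3 SD; inconclusive = no clear call, values can overlap the other calls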;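 also: cells exposed to compound for four days before flow analysis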
# RSV CPE inhibition = RSV antiviral activity via CPE protection, HEp-2 cells, primary 10 µM value included (AID 2391) | one-dose CPE inhibition, % at 10 µM; IC50 in µM for titrated hits | 310,000 compounds, 0.13% hits | HEp-2 cells, RSV-induced CPE inhibition; higher % means a stronger effect; in the data active = a potency from the dose series; inconclusive = CPE inhibition mostly from about 23% at the one dose, without a potency; inactive = the rest, 99 in 100 with CPE inhibition below about 21%; also: strong numbers were not always called active
# West Nile antiviral = West Nile virus antiviral activity, cell-based, CPE readout (AID 1621); one-dose CPE inhibition, % at 10 µM; IC50 in µM for titrated hits; 290,000 compounds, 0.02% hits; West Nile virus-infected cells, CPE inhibition; higher % means a stronger effect; in the data active = a potency from the dose series; inconclusive = CPE inhibition mostly from about 3.7% at the one dose, without a potency; inactive = the rest, 99 in 100 with CPE inhibition below about 2.2%; also: strong numbers were not always called active
# PhoP inhibition = inhibitors of PhoP regulon expression, primary screen, Salmonella Typhimurium, GFP reporter (AID 1863). S. Typhimurium PhoP-regulated promoter GFP reporter, 4 h; higher % means a stronger effect. one-dose inhibition, % at 50 µM; IC50 in µM for titrated hits. 300,000 compounds, 0.16% hits;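 active = inhibition over 29.93%, a cutoff 3 SD above the screen mean, later confirmed by dose response; inconclusive = inhibition over 29.93% but no dose response follow-up; inactive = inhibition at most 29.93% or unconfirmed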;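 also: 0% = low Mg2+ inducing control and 100% = high Mg2+ repressing control; strong numbers were not always called active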
# T cell HTS = modulators of CD8 T cell-vesicle binding, primary screen, mouse 2C CD8+ T cells, flow cytometry; calls only at 7 µM; 2C CD8+ T cell-vesicle binding; active compounds read low; 330,000 compounds, 0.068% hits;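 active = response, share of CD8 T cells binding vesicles, and their 90th percentile fluorescence all below set limits, cut at about 80% in these data, passing the limit was not always enough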
#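 Assay system: 2C TCR transgenic mouse naive CD8+ T cells, MACS-purified | Read-out: CD8+ gate FL2 mean fluorescence as % of same-row positive control | Signal: High-throughput flow cytometry with anti-B7-1 and anti-CD8 staining | Timing: Binding step 1.5 h, 37 °C, antibody labelling 20 min, ice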
# WT yeast gro inh = growth inhibition of WT strain, primary screen, mitochondrial fusion inhibitor project, WT and mutant strains, chemical genetic; mitochondrial fusion phenotypic screen; inhibition, % at 10 µM; 190,000 compounds, 2.1% hits; in the data active = inhibition above about 58%; tested in S. cerevisiae
# Rac1 GTP hydrolysis = MgcRacGAP GTPase-activating activity inhibitors, confirmation, biochemical, ADP Hunter fluorescence | MgcRacGAP-stimulated Rac1 GTP hydrolysis, ADP Hunter fluorescence; higher % means a stronger effect; GST-tagged Rac1 F28L mutant substrate | inhibition, % at 30 µM, or IC50 in µM where a hit was titrated | 340,000 compounds, 0.6% hits;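 active = first-screen hits whose inhibition reached a set limit at any dose in the follow-up dose series; inconclusive = inhibition above the set first-screen limit but never retested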;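 also: fluorescence reports GDP produced by GAP-driven GTP hydrolysis; strong numbers were not always called active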
# WT yeast gro inh mutant strain = further read-out of WT yeast gro inh, marked with its call; inhibition, %; mitochondrial fusion phenotypic screen, mutant strain inhibition
# b-catenin transl cell count 5 µM = also measured in b-catenin transl; calls as there; cell count; measured here: cell count, cytotoxicity flag
# T cell HTS vesicle-bound % = recorded beside T cell HTS, whose call it bears; double positive events, %; measured here: CD8+ vesicle-bound cell fraction;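 binding gate set so that unloaded-vesicle control wells show 10% double positive cells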
# Myeloid diff MLP GFP+ MAC1+ % = second read-out of Myeloid diff MLP, no call of its own (marks repeat the call); GFP+ MAC1+ double positive, %; measured here: differentiation confirmed by MAC1 staining
# * marks the source's active call; other numbers are inactive results; i = inactive; ? = inconclusive; / = no result given; + = active, no number. Hits appear at their usual frequency; 3.6% or so of the library scored in one or more.
nr	mol	WT yeast gro inh mutant strain	b-catenin transl cell count 5 µM	T cell HTS	Myeloid diff MLP GFP+ MAC1+ %	WT yeast gro inh	Rac1 GTP hydrolysis	West Nile antiviral	RSV CPE inhibition	b-catenin transl	Myeloid diff MLP	SV40 large T antigen	T cell HTS vesicle-bound %	PhoP inhibition
1	Cc1c(NC(=O)/C=C/c2cccs2)c(=O)n(-c2ccccc2)n1C	7.0	1368	i	1.2	9.3	-2.1%	-0.4%	1.1%	-1.5	i	3.5%	49.1	-3.0%
2	Cc1ccc(S(=O)(=O)N2CCN(Cc3cccnc3)CC2)cc1	/	/	i	0.3	/	5.9%	-0.6%	0.1%	/	i	23.2%	60.4	-1.3%
3	CC(C)OC(=O)C1CC(C)(O)C(=O)C(C(=O)OC(C)C)C1c1ccc([N+](=O)[O-])cc1 (centres undefined)	15.5	497	i	0.5	2.8	5.2%	-0.9%	-1.4%	8.2	i	21.4%	3.9	-0.2%
4	O=C(CN1CCSC1=O)N1CCN(S(=O)(=O)c2ccccc2)CC1	/	/	i	0.5	/	1.0%	/	-0.3%	/	i	/	29.3	/
5	CSCCC(NS(=O)(=O)c1ccc2[nH]c(=O)c(=O)[nH]c2c1)C(=O)O (centres undefined)	-6.3	1072	i	0.1	-14.1	7.9%	1.0%	0.3%	-2.0	i	16.8%	30.9	-3.4%
6	CCC(C(=O)OCC(=O)Nc1c(Cl)cc(Cl)cc1Cl)c1ccccc1 (centres undefined)	-9.5	1033	i	0.1	11.1	-0.5%	-0.5%	0.0%	-1.3	i	11.0%	31.4	8.1%
7	CCCCOc1ccc(C2/C(=C(/O)c3ccc4c(c3)CC(C)O4)C(=O)C(=O)N2CCCN2CCOCC2)cc1OC (centres undefined)	/	/	i	1.7	/	7.1%	-0.4%	-0.4%	/	i	9.2%	17.6	-6.0%
8	COC(=O)c1ccccc1NC(=O)c1nc2nc(C)cc(C(F)F)n2n1	-17.7	1063	i	0.8	-1.9	8.8%	0.2%	2.1%	0.2	i	7.9%	8.9	8.0%
9	O=C(O)c1ccc(CSc2nnc(-c3ccccc3Br)o2)cc1	/	/	i	0.2	/	2.2%	-0.1%	4.3%	/	i	6.5%	55.4	-6.1%
10	CCOc1ccccc1N(CC(=O)Nc1ccccc1C(=O)N1CCOCC1)S(C)(=O)=O	/	/	i	0.4	/	6.0%	0.1%	1.4%	/	i	6.0%	8.1	-6.2%
11	Cc1ccc[n+](CC(=O)N2CCCCC2)c1C	/	1366	i	0.5	/	10.7%	0.6%	0.5%	-0.6	i	11.0%	57.5	-7.8%
12	CN(CCCNC(=O)CSc1cc(=O)n(C)c2cc(Cl)ccc12)Cc1ccccc1	13.1	1033	i	0.2	17.5	8.4%	0.6%	-1.2%	1.7	i	?	30.3	-5.8%
13	N#Cc1ccc(CSc2nnc(-c3ccccc3)n2Cc2ccco2)cc1	4.8	1433	/	43.8*	8.4	7.5%	0.2%	2.4%	-0.5	+	19.2%	/	5.7%
14	O=C(Nc1cc(F)c(Br)cc1F)c1ccc(Cl)cc1	/	1282	i	0.3	/	3.0%	0.5%	2.0%	0.6	i	6.2%	33.2	-2.5%
15	O=C(/C=C1\SC(=O)NC1=O)Nc1ccc(C(=O)O)cc1	/	1355	i	0.6	/	22.6%	0.4%	2.5%	-0.3	i	5.8%	34.1	-6.8%
16	CCCC(=O)Nc1ccc2c(c1)nc(CCN1CCCCC1)n2C	/	1243	i	0.3	/	7.5%	0.0%	0.6%	1.9	i	2.8%	5.2	5.3%
17	O=C(COC(=O)c1cc2c(s1)CCCC2)Nc1ccc(Cl)cn1	3.0	1080	i	0.3	10.4	7.8%	-0.6%	-1.0%	1.1	i	0.7%	13.6	-14.4%
18	CCOC(=O)N1CCC(NC(=O)c2cc(-c3ccc(OC)cc3)nc3ccccc23)CC1	/	/	i	6.3	/	7.5%	0.0%	4.5%	/	i	10.0%	30.6	-3.0%
19	COc1cccc(CNC(=O)C2CCC(CNS(=O)(=O)c3cccc4cccnc34)CC2)c1 (centres undefined)	/	/	i	0.6	/	5.9%	0.0%	1.7%	/	i	3.4%	24.4	10.0%
20	COc1cc(NS(=O)(=O)c2ccc3c(c2)NC(=O)CO3)cc(OC)c1	/	/	i	2.9	/	-6.3%	0.7%	0.5%	/	i	6.6%	36.0	1.2%

# The list goes on (2 carried over from the part before).
nr	mol	WT yeast gro inh mutant strain	b-catenin transl cell count 5 µM	T cell HTS	Myeloid diff MLP GFP+ MAC1+ %	WT yeast gro inh	Rac1 GTP hydrolysis	West Nile antiviral	RSV CPE inhibition	b-catenin transl	Myeloid diff MLP	SV40 large T antigen	T cell HTS vesicle-bound %	PhoP inhibition
19	COc1cccc(CNC(=O)C2CCC(CNS(=O)(=O)c3cccc4cccnc34)CC2)c1 (centres undefined)	/	/	i	0.6	/	5.9%	0.0%	1.7%	/	i	3.4%	24.4	10.0%
20	COc1cc(NS(=O)(=O)c2ccc3c(c2)NC(=O)CO3)cc(OC)c1	/	/	i	2.9	/	-6.3%	0.7%	0.5%	/	i	6.6%	36.0	1.2%
21	COC(=O)c1ccc(N2CCN(S(=O)(=O)c3ccc4ccccc4c3)CC2)c([N+](=O)[O-])c1	33.0	1084	i	2.9	1.5	-3.1%	?	13.8%	1.1	i	7.0%	16.2	-13.2%
22	Cc1ccc(/C=C2/SC(=S)N(CCC(=O)NCCCN3CCOCC3)C2=O)cc1	/	/	i	0.6	/	8.5%	2.7%	-0.1%	/	i	23.2%	21.1	2.0%
23	Cc1nn(C(C)C)c(C)c1CN1CCC(C(=O)Nc2cccc(-c3cccc(F)c3)c2)CC1	/	/	i	0.8	/	13.4%	-1.4%	2.1%	/	i	29.1%	7.5	-2.5%
24	CCCCN(C(=O)c1ccc(N(C)S(=O)(=O)c2ccc(C)cc2)cc1)c1c(N)n(CCC)c(=O)[nH]c1=O	/	/	i	6.4	/	4.8%	-0.2%	3.3%	/	i	8.0%	28.5	4.4%
25	Cc1cc(N/N=C/c2ccccc2O)c2ccccc2n1	/	/	i	0.2	/	28.5%	0.2%	?	/	i	8.5%	34.0	-21.5%
26	CCNC(=O)COc1ccc(/C=C2\COc3ccccc3C2=O)cc1OC	/	/	i	0.5	/	0.2%	1.7%	3.7%	/	i	3.0%	24.1	-2.1%
27	Cc1cc(C)cc(OCC(=O)OCC(=O)Nc2cc(S(=O)(=O)N3CCOCC3)ccc2C)c1	/	/	i	0.8	/	3.3%	/	3.0%	/	i	/	30.2	/
28	COc1ccc(Br)cc1/C=C/c1ccc2cccc(O)c2n1	/	/	i	0.6	/	7.5%	-0.4%	-0.6%	/	i	9.7%	59.4	5.6%
29	CCOC(=O)C[C@H]1c2ccc(C(F)(F)F)cc2S(=O)(=O)N1c1ccccc1	/	/	i	1.3	/	5.3%	-0.2%	1.6%	/	i	3.3%	5.8	/
30	Cc1cccc(OCC(=O)N/N=C/c2ccc3c(c2)OCO3)c1	-16.6	1035	i	0.4	-5.4	1.4%	-0.6%	3.9%	-1.6	i	3.0%	11.9	-12.3%
31	Cc1ccc(S(=O)(=O)NCCN2CCOCC2)s1	/	/	i	0.3	/	6.9%	-0.1%	2.1%	/	i	6.4%	18.7	-7.5%
32	CCc1cccc(CC)c1NC(=O)Cn1c(-c2ccccc2Cl)nc2ccccc21	-16.0	890	i	0.4	-5.2	2.3%	0.8%	2.6%	0.7	i	-16.4%	38.5	9.1%
33	COc1ccccc1CNC(=O)COC(=O)c1ccc(C)c(S(=O)(=O)N2CCCCC2)c1	/	/	i	0.8	/	9.0%	0.0%	0.7%	/	i	6.8%	18.4	-5.8%
34	Cc1ccc(NS(=O)(=O)c2ccc3c(c2)n(C)c(=O)n3C)c(C)c1	/	/	i	0.3	/	6.8%	-0.2%	9.6%	/	i	4.8%	30.0	-4.9%
35	O=C(Nc1cccnc1)C12CC3CC(CC(C3)C1)C2	-4.8	1004	i	0.5	-4.1	6.4%	-0.3%	2.0%	0.1	i	10.1%	42.4	-10.7%
36	COc1ccccc1/C=C/CN1CCC(n2nccc2NC(=O)CCc2ccccc2)CC1	/	/	i	2.1	/	7.5%	-0.7%	14.7%	/	i	/	9.1	8.2%
37	O=C(CSc1ccccn1)c1ccc(F)cc1	14.6	1099	i	0.8	4.8	19.0%	-0.2%	-0.4%	2.6	i	12.8%	26.6	-8.7%
38	CC(C)C(NC(=O)c1ccccc1)C(=O)OCC(=O)N1CCCCC1 (centres undefined)	/	/	i	0.8	/	-0.5%	/	0.4%	/	i	/	61.9	/
39	COc1ccccc1-c1ccc(SCC(=O)N2CCOCC2)nn1	-8.3	1115	i	0.6	-13.3	7.3%	0.2%	1.3%	-0.7	i	-3.5%	45.1	-2.8%
40	Cc1ccccc1CCN(C(=O)c1csnn1)C(C(=O)NC1CCCC1)c1ccco1 (centres undefined)	/	/	i	0.8	/	7.2%	-0.7%	2.4%	/	i	8.0%	25.6	-0.5%
41	CC(C)(C)c1ccc(C(=O)NCCn2c(N)c(C#N)c3nc4ccccc4nc32)cc1	-14.4	515	i	0.8	-12.4	2.2%	-0.9%	7.9%	-1.1	i	-1.5%	41.6	4.6%
42	Cc1ccc(C)c(Cn2nnc3c(=O)[nH]c(C4CCCN(C(=O)CC(C)C)C4)nc32)c1 (centres undefined)	7.3	1146	i	1.0	-4.3	6.8%	0.1%	0.4%	-5.7	i	5.2%	35.9	-4.5%
43	O=C(/C=C/c1ccccc1)NCCC1=CCCCC1	-1.9	1169	i	0.5	-0.3	3.9%	-0.8%	12.4%	-1.1	i	2.8%	35.2	-0.6%
44	CC(=O)Nc1ccc(/C=C2\CCc3ccccc3C2=O)cc1	/	/	i	1.0	/	1.7%	-0.6%	0.7%	/	i	11.7%	49.0	-1.1%
